Source: PubChem BioAssay
phage Ecoli inh = E. coli growth loss with phage present; growth absorbance; hit rate 0.26% among 360,000; inhibition, % at 11.9 µM; in the data active means inhibition above about 11%
E coli growth = reduces bacterial viability in AddAB counter-screen; E. coli V3065 growth, OD600 absorbance, 18 h; inhibition, % at 11.9 µM; hit rate 0.27% among 330,000;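 active means inhibition above the campaign's mean inhibition across all tested compounds plus 3 SD, cut at about 9.9% in these data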;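 further: uninfected addAB+ strain grown without phage in ampicillin broth; 0% = DMSO wells and 100% = ciprofloxacin 0.95 µg/ml wells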
Tat transport = E. coli Tat transport inhibition | E. coli MC4100 TorA-mCherry Tat export, fluorescence | inhibition, % at 10 µM | hit rate 0.036% among 340,000 | AID 488895;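 active means mean replicate inhibition at least 50% and at least half of replicates individually reaching 50%; inconclusive means only one of the two criteria met; inactive means neither criterion met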;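 further: exported cargo escapes ClpAP degradation while cytoplasmic cargo is degraded and loses fluorescence; 0% = median of neutral control wells and 100% = median of NaSCN control wells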
CDK5 inh = blocks human CDK5/p35 kinase activity; Q00535+Q15078; Recombinant CDK5/p35, ADP-Glo luminescence, 60 min; inhibition, % at 10 µM; hit rate 0.01% among 330,000;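 active means highest replicate inhibition of at least 50% and at least 75% of replicates reaching 50%; inconclusive means only one of the two criteria met; inactive means both criteria failed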;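 further: plate controls were DMSO neutral control for no effect and GW8510 at 10 µM for full effect; many of its hits are not listed in these tables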
Target sequence (Q00535 whole entry, looked up): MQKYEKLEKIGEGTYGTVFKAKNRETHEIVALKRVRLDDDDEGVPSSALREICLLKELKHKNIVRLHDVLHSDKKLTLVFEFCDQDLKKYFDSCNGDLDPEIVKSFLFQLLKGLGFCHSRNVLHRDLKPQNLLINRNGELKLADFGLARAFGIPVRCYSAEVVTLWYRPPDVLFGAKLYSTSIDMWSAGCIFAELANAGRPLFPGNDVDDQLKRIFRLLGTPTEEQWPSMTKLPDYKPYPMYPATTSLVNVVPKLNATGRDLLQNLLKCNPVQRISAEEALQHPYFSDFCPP
Target sequence (Q15078 whole entry, looked up): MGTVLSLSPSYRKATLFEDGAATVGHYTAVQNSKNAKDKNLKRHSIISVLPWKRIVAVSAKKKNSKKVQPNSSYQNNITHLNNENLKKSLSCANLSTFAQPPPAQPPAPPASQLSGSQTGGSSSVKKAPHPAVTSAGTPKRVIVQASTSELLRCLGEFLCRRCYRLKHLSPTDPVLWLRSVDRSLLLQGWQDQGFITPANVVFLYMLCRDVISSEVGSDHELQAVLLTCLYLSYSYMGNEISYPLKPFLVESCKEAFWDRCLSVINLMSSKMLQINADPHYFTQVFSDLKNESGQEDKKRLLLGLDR
SUMO Mot1 rescue = SUMOylation pathway inhibition by Mot1-301 growth rescue | growth rescue, % at 18.8 µM | S. cerevisiae Mot1-301 growth rescue, ATP luminescence, 38.5C; percent above DMSO median, 100 means doubled | hit rate 1% among 320,000;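 active means every valid replicate shows activation above 250% relative to neutral control wells; inactive means the rest, any valid replicate at or below 250%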;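 further: OY570 slx delta 5 strain wells were the positive control but not used for scaling; some compounds called inactive have numbers as strong as hits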
HTR5A inv ag = counter-screen for OPRM1-OPRD1 inverse agonists: human HTR5A inverse agonism | inhibition, % at 9.3 µM | AID 504634 | HTR5A cell line, luminescence | P47898 | hit rate 0.083% among 340,000; in the data active means inhibition mostly above about 23%, no sharp cut-off; inactive means mostly below about 18%;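 further: 0% = cells with DMSO and 100% = no-cell wells with DMSO; some compounds called inactive have numbers as strong as hits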
PKA-R2B act = activates the human PKA-R2B holoenzyme complex; P22694+P31323; PKA-R2B holoenzyme dissociation, Cy5-IP20 fluorescence polarization; R2B truncated from residue 108, S112A mutant; 0% DMSO only, 100% 113 µM cGMP; activation, % at 11.4 µM; hit rate 0.079% among 340,000; AID 504700;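 active means activation above a cutoff set at the mean over all compounds plus 3 SD, cut at about 18% in these data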;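 further: higher means more holoenzyme dissociation and a rise in polarization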
Target sequence (P31323 whole entry, looked up, other chains not shown, the tested form may be a part): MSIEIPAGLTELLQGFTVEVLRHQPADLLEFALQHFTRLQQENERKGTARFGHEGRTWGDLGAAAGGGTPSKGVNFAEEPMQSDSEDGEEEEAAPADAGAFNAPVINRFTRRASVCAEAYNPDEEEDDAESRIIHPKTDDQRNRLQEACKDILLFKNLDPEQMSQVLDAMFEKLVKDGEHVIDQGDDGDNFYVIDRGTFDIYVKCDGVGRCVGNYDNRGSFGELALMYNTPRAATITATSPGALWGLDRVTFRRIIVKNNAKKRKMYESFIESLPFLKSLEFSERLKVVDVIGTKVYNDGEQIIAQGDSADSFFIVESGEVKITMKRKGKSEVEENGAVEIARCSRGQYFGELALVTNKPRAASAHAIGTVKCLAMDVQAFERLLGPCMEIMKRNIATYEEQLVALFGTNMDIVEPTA
PKA-R1A activ = PKA-R1A complex activation; P00514+P68181; activation, % at 11.4 µM; AID 504707; PKA-R1A dissociation, Cy5-IP20 fluorescence polarization; scaled: DMSO 0%, 113 µM cGMP 100%; hit rate 0.083% among 340,000;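 active means percent activation above the mean of all tested compounds plus 3 SD, cut at about 19% in these data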;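 further: higher means more PKAc released from R1A so a rise in polarization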
AddAB inh = less growth of phage-infected E. coli with AddAB; AID 435030; inhibition, % at 11.9 µM; hit rate 0.29% among 330,000; E. coli expressing H. pylori AddAB, absorbance growth; in the data active means inhibition above about 12%;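 further: 0% = vehicle wells of infected cells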
HTR5A ag = activates human HTR5A in OPRM1-OPRD1 agonist counter-screen; P47898; HTR5A agonist assay, luminescence, cell-based; activation, % at 9.3 µM; hit rate 0.61% among 340,000; AID 504692; in the data active means activation mostly above about 9.5%, no sharp cut-off; inactive means mostly below about 7.6%;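 further: 0% = cells with vehicle only and 100% = reference agonist; strong numbers were not always called active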
DAGLB inh = diacylglycerol lipase beta (human) inhibition; inhibition, % at 5.17 µM; Q8NCG7; hit rate 0.059% among 340,000; AID 504411; HEK293T DAGLB membrane lysate, EnzChek fluorogenic substrate; in the data active means inhibition above about 34%;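 further: 0% = enzyme with vehicle and 100% = wells lacking enzyme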
Active calls of the source: *; ? = inconclusive; · = no result given.

SMILES	phage Ecoli inh	E coli growth	Tat transport	CDK5 inh	SUMO Mot1 rescue	HTR5A inv ag	PKA-R2B act	PKA-R1A activ	AddAB inh	HTR5A ag	DAGLB inh
CCCOc1nc2c(c(=O)n(C)c(=O)n2C)n1CCC	3.5	-1.1	3	0.8	27	5	-11	13	3.0	-4	0
CC(C)CNS(=O)(=O)c1ccc2c(c1)OCCO2	1.8	3.0	6	1.0	-11	8	1	-1	4.0	1	-1
Fc1ccc(C(c2nnnn2Cc2cccs2)N2CCN(c3ccccc3)CC2)cc1 (stereo unspecified)	2.9	1.2	7	1.2	-3	-2	-15	2	1.3	3	-10
COCCCn1c(=O)c2sccc2n(Cc2cccc(C)c2)c1=O	1.8	0.9	-5	-1.0	-8	-7	7	-6	2.9	1	0
Cc1ccc(S(=O)(=O)N2CCC(C(=O)OCc3ccccc3)CC2)cc1C	-0.7	8.0	10	1.1	-30	-24	-5	8	21*	8	-8
COC(=O)CCCC1=CC2=CC(=O)C(C)(OC(=O)c3cccs3)C(=O)C2=CN1Cc1ccco1 (stereo unspecified)	3.2	-1.8	-10	0.8	3	1	2	-4	2.6	-3	5
COc1ccccc1N1CCN(C(=O)C(=O)c2c[nH]c3ccccc23)CC1	-0.3	-2.3	-8	-0.4	12	-10	-6	-14	-2.7	3	-3
O=S(=O)(c1cc(Cl)ccc1Cl)N1CCCC1	3.0	4.5	-10	1.0	-8	-1	5	15	2.3	1	-4
CCCN(CC(=O)Nc1ccccc1OC)C(=O)c1nc2nc(C)ccn2n1	2.5	1.4	0	0.8	-13	-10	-10	2	-2.2	4	1
Cc1cccc2c1nc(-c1ccccc1)n1nnnc21	2.8	-0.9	11	-0.5	-18	8	-3	0	1.3	-1	-3
NC(=O)N/N=C/c1cccc(OCc2ccc(F)cc2)c1	4.3	-0.3	-1	-0.3	-7	13	-2	13	-1.2	2	-1
COc1cccc(NC(=O)c2ccc3c(c2)N(CC(=O)N2CCOCC2)C(=O)C(C)(C)O3)c1	-1.4	1.9	-2	-1.1	-16	-11	-5	0	2.0	2	-1
COc1cccc(CNS(=O)(=O)c2ccc3c(c2)oc(=O)n3C)c1	2.0	0.2	0	-0.7	0	-9	1	4	1.2	3	-2
C/C(=N\NC(=O)CNC(=O)c1ccccc1Br)c1ccco1	1.5	-2.0	2	-1.4	99	-2	5	3	-1.4	1	2
CCOCCCNC(=O)C1CCCN1C(=O)Nc1ccccc1[N+](=O)[O-] (stereo unspecified)	-1.0	-2.1	1	1.3	-3	6	-1	-1	0.7	-2	-1
CC1(C(=O)NCCN2CCOCC2)C=CCN1C(=O)c1ccccc1 (stereo unspecified)	1.1	-0.7	0	1.6	257	2	-3	0	5.0	-1	1
Cc1ccc(/C=N/NC(=O)Cn2nnc(N)n2)cc1	1.4	-2.0	-5	-1.6	-4	7	-11	-14	-0.1	0	-2
COc1ccc(-c2[nH]ncc2CN2CCN(C(=O)c3cccs3)CC2)c(F)c1	1.2	4.3	1	1.1	258	-7	-12	-14	4.4	9	-1
CCC(=O)Nc1ccc(C2=Nn3c(nnc3C(C)C)SC2)cc1	0.9	-0.4	-7	1.6	-14	16	7	4	-0.7	-4	-5
CC(C)(C)NCCOCCOc1ccccc1-c1ccccc1	-1.0	0.3	-4	·	·	0	-1	-6	1.0	-1	-3
CN1CCN(c2ccc(S(=O)(=O)N3CCOCC3)cc2NC(=O)C2CCCCC2)CC1	1.8	·	-3	-1.9	·	-15	-3	0	·	5	1
CCOC(=O)C(NC(=O)c1cccc(Cl)c1)(OCc1ccc(F)cc1)C(F)(F)F (stereo unspecified)	2.0	2.0	12	1.1	10	-14	-9	-5	1.4	4	-6
O=C(CN1CCN(c2cccc(Cl)c2)CC1)Nc1ccc([N+](=O)[O-])cc1C(=O)Nc1ccccc1F	2.2	-0.6	2	0.5	5	-6	13	6	4.0	4	0
O=c1oc2cc(Cl)ccc2n1CSc1nc2ccccc2s1	-1.4	0.8	10	1.5	-13	19	-14	1	4.3	-9	-13
CCCC(=O)Nc1ccc2c(c1)nc1n2CCOC1	2.8	0.0	8	-1.4	-1	-4	6	4	0.1	1	0
Cc1nn(-c2ccc(C(=O)O)cc2)c(=O)c2ccccc12	2.4	-1.6	1	-0.6	·	5	2	-11	2.8	1	0
CCOC(=O)Nc1nnc(CCc2ccccc2)s1	1.6	-0.2	0	1.2	-5	18	-3	1	1.6	-7	-1
CC(C)Cn1c(=O)c2sccc2n2c(CCCC(=O)NC3CCN(Cc4ccccc4)CC3)nnc12	-1.7	-0.6	-4	-1.3	-1	-32	-3	4	-0.2	-1	-5
Cc1ccc(N2CC(NC(=O)C(=O)c3c(C)[nH]c4ccccc34)CC2=O)cc1C (stereo unspecified)	7.4	-1.9	10	-2.4	9	11	-10	4	3.5	-4	-2
C=Cn1cc[n+](CC(=O)c2ccc(OC)c(OC)c2)c1	-0.6	-1.1	?	-0.6	-21	0	-7	-5	1.2	0	0
O=C(Nc1ccccc1Cl)Nc1cccnc1Cl	4.8	0.8	4	1.6	-24	-10	-2	-10	0.7	4	-2
CCN(CC(=O)NC(C)C)C(=O)C(CCSC)NC(=O)c1ccccc1OC (stereo unspecified)	3.5	0.0	-3	-0.4	207	3	-8	-8	-1.0	2	-1
O=C(CCc1ccccc1)Nc1ccnn1C1CCN(C/C=C/c2ccccc2)CC1	0.9	-1.9	7	-0.8	-9	8	-2	3	3.0	-2	0
O=C(CSc1nnc(C2COc3ccccc3O2)o1)NC1CCCCC1 (stereo unspecified)	4.2	1.5	6	0.5	6	-5	-6	14	3.8	2	-7
CC(=O)N(C)c1ccc(NC(=S)NC(=O)/C=C/c2ccco2)cc1	0.4	2.7	3	1.1	3	1	4	3	3.2	-5	0
COc1ccc(C)cc1NC(=O)c1nnn(CCc2ccccc2)c1N	3.6	1.5	-15	1.9	107	4	-2	-16	2.9	-2	-10
COc1ccc(NS(=O)(=O)c2ccc(-c3n[nH]c(=S)n3Cc3ccccc3)cc2)cc1	2.0	0.7	2	3.8	1	-6	-2	1	-0.2	2	3
O=C(COc1ccc(Cl)cc1)OCc1ccc(Cl)cc1	0.9	·	-5	-0.6	·	-3	-6	7	·	1	-19
COc1cccc(CNC(=O)C2CCC(=O)N(CC3CCCCC3)C2)c1OC (stereo unspecified)	-1.0	·	8	-8.4	2	-25	1	-7	·	7	-2
O=C1C[C@@H](c2ccc(O[C@@H]3O[C@H](CO)[C@@H](O)[C@H](O)[C@H]3O)cc2)Oc2cc(O)ccc21	1.1	-0.8	-3	-0.7	-13	3	6	-2	4.5	3	1
c1ccc(-c2cn(C[C@H]3CC[C@@H]([C@@H]4CC[C@H](Cn5cc(-c6ccccn6)nn5)O4)O3)nn2)nc1	-1.0	-1.6	1	0.4	-11	-26	14	-9	-1.1	11	0
COc1ccc(NC(=O)N(C)C[C@H]2Oc3ccc(NC(=O)NC4CCCCC4)cc3C(=O)N([C@H](C)CO)C[C@@H]2C)cc1	-2.6	3.2	-5	0.2	-17	1	-3	0	0.4	1	3
O=C(O)c1ccc(S(=O)(=O)N(Cc2cccs2)CC2CCCO2)cc1 (stereo unspecified)	1.8	2.6	-7	0.4	53	11	-4	-3	0.1	4	0
Cc1ccc(C(=O)Nc2nc(=O)n(C(=O)C3CC3)s2)cc1	-0.5	1.7	20	-4.2	-10	-6	-10	-5	2.7	9	2
CCC(C)N(C(=O)c1csnn1)C(C(=O)NCc1ccc(F)cc1)c1ccccc1F (stereo unspecified)	0.8	-2.0	-12	-2.7	30	-1	-10	-13	4.4	-3	-1
Cc1ccc(CONC(=O)c2cccc([N+](=O)[O-])c2)cc1	0.5	0.2	11	-0.2	1	3	-6	-5	1.5	-1	-4
O=C(CN1C(=O)CCS(=O)(=O)c2ccccc21)Nc1ccc2c(c1)OCCO2	2.1	·	-3	-0.5	·	2	-3	18	·	-1	-4
CCc1c(N)nc(N)nc1Nc1ccccc1Cl	1.6	·	-2	0.4	·	-27	-2	1	·	7	-1
CC1(C)Oc2ccc3ccc(=O)oc3c2/C(=N/O)C1=O	0.0	-1.0	-6	-0.3	183	-10	4	-2	0.8	3	-2
Cc1cccc(Nc2nnc(SCC(=O)Nc3ccc(C(=O)O)cc3)s2)c1	2.2	-1.8	1	0.8	-10	-6	-7	-3	-2.3	3	1

Part of the list above, reduced to PKA-R1A activ and AddAB inh.
canonical_smiles,PKA-R1A activ,AddAB inh
COc1ccc(NS(=O)(=O)c2ccc(-c3n[nH]c(=S)n3Cc3ccccc3)cc2)cc1,1,-0.2
O=C(COc1ccc(Cl)cc1)OCc1ccc(Cl)cc1,7,·

More structures
SMILES	phage Ecoli inh	E coli growth	Tat transport	CDK5 inh	SUMO Mot1 rescue	HTR5A inv ag	PKA-R2B act	PKA-R1A activ	AddAB inh	HTR5A ag	DAGLB inh
CNC(=O)c1c(NC(=O)C2=COCCO2)sc(C)c1C	-0.4	2.5	-3	-0.1	4	3	3	3	0.4	-1	-3
CSc1nc(Sc2ccccc2Cl)c2ccccc2n1	2.4	-1.1	-5	1.6	78	2	-6	0	2.1	-4	-6
Cc1cccc(-n2nnnc2SCC(=O)NCCN2C(=O)CSC2=O)c1	2.8	-2.1	-1	0.4	13	10	-2	6	1.7	-4	1
Cc1cc(C)c(C(=O)CSc2nc(C)cc(=O)[nH]2)c(C)c1	2.4	2.5	3	0.8	-9	3	-3	8	2.6	-1	1
NS(=O)(=O)c1ccc(CCNc2ncnc3sccc23)cc1	5.1	-3.6	0	1.8	-23	31	9	-2	0.7	5	-3
OC(CN1CCCCC1)Cn1c2ccccc2c2ccccc21 (stereo unspecified)	0.1	-1.3	6	1.0	187	0	-4	14	1.1	0	-2
CCc1nc(OCCN(CC)CC)c2oc3ccccc3c2n1	2.6	0.2	-5	2.5	-7	2	-6	-1	-0.8	-1	-1
CC1CCCC(C)N1c1nnc(NC(=O)Cn2c(=O)oc3ccccc32)s1 (stereo unspecified)	1.8	-0.3	-11	-0.4	3	-13	2	-13	-0.9	5	1
Cc1ccc(NC(=O)C2CCCN2C(=O)NC2CCCCC2)cc1F (stereo unspecified)	3.0	0.2	-3	0.8	-22	-12	-10	-1	2.4	5	-2
CC1(C)CC[C@]2(C(=O)O)[C@H](O)C[C@]3(C)C(=CCC4[C@@]5(C)C[C@H](O)[C@H](O)[C@@](C)(CO)C5CC[C@]43C)[C@@H]2C1 (stereo partly specified)	2.3	-0.5	-5	-2.5	14	12	9	6	4.4	7	0
CC(C)C(=O)Nc1ccc(C(=O)CN2C(=O)NC3(CCOc4ccccc43)C2=O)cc1 (stereo unspecified)	0.5	-2.5	1	-0.1	18	-3	-7	0	0.1	0	5
Cc1c(NC(=O)COc2cccc(Br)c2)c(=O)n(-c2ccccc2)n1C	0.1	-0.5	-3	1.0	269	7	-6	-7	2.5	0	-1
O=C(c1ccc(Cl)cc1)N1CCN(c2ccc(F)cc2)CC1	1.1	4.2	-1	-1.3	30	-23	-11	-13	0.7	-2	-12
NNc1ccc2nnc(C(F)(F)C(F)(F)C(F)(F)F)n2n1	6.4	-1.6	-2	-1.4	4	2	-8	-13	2.7	-1	-2
